Compound activity: PubChem BioAssay, several laboratories
MEKK2 mut-MEK5 = signal of MEK5 binding to mutant human MEKK2 PB1 domain | hit rate 0.35% among 290,000 | AID 1530 | percent response, % at 10 µM | bead flow cytometry, Alexa488-MEK5 binding to MEKK2 mutant; in the data active = percent response above about 24%, passing the limit was not always enough; also: inactives centre near 1; some results filed as inactive read as strong as hits; reference of the scale not given here
MEKK2 WT-MEK5 = raises or lowers MEK5 binding to wildtype human MEKK2 PB1 domain. Q9Y2U5. bead flow cytometry, Alexa488-MEK5 binding to MEKK2 WT; actives lie on both sides. binding response (% of control), % at 10 µM. hit rate 1.1% among 290,000. AID 1531; in the data active = binding response below about 67% or above about 130%
IDE inh = inhibits human insulin-degrading enzyme in HEK cells. FAbetaB cleavage, fluorescence polarization. hit rate 0.41% among 320,000. inhibition, % at 5.59 µM. AID 434962;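 active = percent inhibition above the average of all tested compounds plus 3 SD, set per screening campaign, cut at about 16% in these data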;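 also: IDE supplied by intact live HEK cells; FP after avidin binding of uncleaved biotin substrate so inhibition keeps polarization high; 0% = DMSO wells and 100% = 60 µM reference IDE inhibitor Ii1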
Target sequence (P14735 whole entry, looked up): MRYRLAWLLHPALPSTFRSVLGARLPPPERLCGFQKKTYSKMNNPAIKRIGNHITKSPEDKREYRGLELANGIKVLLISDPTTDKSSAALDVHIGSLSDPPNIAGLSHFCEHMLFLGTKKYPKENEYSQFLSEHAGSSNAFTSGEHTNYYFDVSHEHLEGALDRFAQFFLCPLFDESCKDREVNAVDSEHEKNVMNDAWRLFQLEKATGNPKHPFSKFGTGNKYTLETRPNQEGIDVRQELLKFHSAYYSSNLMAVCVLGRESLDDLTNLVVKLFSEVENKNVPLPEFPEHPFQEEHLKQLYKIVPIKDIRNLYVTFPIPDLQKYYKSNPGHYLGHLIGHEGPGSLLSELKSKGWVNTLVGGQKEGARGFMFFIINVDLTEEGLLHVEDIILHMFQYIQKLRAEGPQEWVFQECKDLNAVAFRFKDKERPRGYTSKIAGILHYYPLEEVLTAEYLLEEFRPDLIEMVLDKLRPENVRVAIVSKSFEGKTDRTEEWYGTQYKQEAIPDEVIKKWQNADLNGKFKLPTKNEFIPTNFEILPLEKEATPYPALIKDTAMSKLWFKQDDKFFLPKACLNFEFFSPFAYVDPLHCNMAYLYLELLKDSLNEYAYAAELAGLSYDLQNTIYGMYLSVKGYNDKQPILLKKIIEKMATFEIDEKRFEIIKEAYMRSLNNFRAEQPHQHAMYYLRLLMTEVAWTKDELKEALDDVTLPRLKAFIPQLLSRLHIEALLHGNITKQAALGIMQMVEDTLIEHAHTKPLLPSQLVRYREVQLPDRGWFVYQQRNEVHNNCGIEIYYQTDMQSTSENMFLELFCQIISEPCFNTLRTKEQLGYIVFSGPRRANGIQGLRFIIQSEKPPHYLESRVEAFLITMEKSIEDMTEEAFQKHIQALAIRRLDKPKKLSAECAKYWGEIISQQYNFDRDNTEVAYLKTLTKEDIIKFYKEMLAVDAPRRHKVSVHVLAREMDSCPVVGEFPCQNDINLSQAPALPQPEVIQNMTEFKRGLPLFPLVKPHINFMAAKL
NALP1 yeast inh = NALP1 inhibition; S. cerevisiae NALP1/ASC/caspase-1 growth, X-gal OD620, 72 h; inhibition, % at 10 µM; hit rate 0.61% among 280,000; in the data active = inhibition mostly above about 24%, no sharp cut-off; inactive = mostly below about 32%; also: some compounds called inactive have numbers as strong as hits
M18AAP inhibitor = blocks P. falciparum M18 aspartyl aminopeptidase; recombinant PfM18AAP, H-Glu-NHMec fluorogenic cleavage; inhibition, % at 7.35 µM; hit rate 1.2% among 290,000;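 active = inhibition above the campaign mean inhibition over all tested compounds plus 3 SD, cut at about 28% in these data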;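 also: 0% = plate median of test compound wells and 100% = 2 mM ZnCl2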
IDE cell activ = activators of human insulin-degrading enzyme in cells | P14735 | HEK cells, FAbeta-B cleavage, fluorescence polarization; 0% vehicle, 100% cell-free pure enzyme wells | activation, % at 5.96 µM | hit rate 0.073% among 340,000 | AID 493087;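 active = activation above the mean of all tested compounds plus 3 SD, set per screening campaign, cut at about 17% in these data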
p-CIP stab down = compounds decreasing mouse p/CIP protein stability; F442A p/CIP-EGFP cells, EGFP fluorescence, 16 h; decrease of EGFP signal, % at 10 µM; AID 1984; hit rate 0.01% among 290,000;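 active = EGFP signal decrease of at least 30% at 10 µM or well 3 SD below plate mean, unless failing retest; inactive = the rest, including hits failing retest or dose response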; also: some compounds called inactive have numbers as strong as hits; many of its hits are not listed in these tables
MEKK3 PB1 HTS = raises or lowers MEK5 binding to the human MEKK3 PB1 domain. AID 1529. Q99759. binding response (% of control), % at 10 µM. bead-based flow cytometry, Alexa488-MEK5 binding to MEKK3; actives lie on both sides; 0 = blocked by unlabeled MEK5, 100 = vehicle. hit rate 1.4% among 290,000;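 active = binding response more than 3 SD above or below the average of its plate-row segment, actives on both sides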;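 also: Alexa488 bead fluorescence after subtracting the streptavidin-only scavenger bead signal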
SUMO HTRF inh = inhibitors of human SUMOylation (UBC9) | P63279 | HTRF SUMOylation assay, SAE1/SAE2 + UBC9, in vitro | inhibition, % at 35 µM | hit rate 0.36% among 290,000; in the data active = inhibition above about 50%, passing the limit was not always enough; also: strong numbers were not always called active
* = called active by the depositor; nt = no result given. Some of the compounds tested; rates above refer to the full screens.

Fields – MEKK2 mut-MEK5	MEKK2 WT-MEK5	IDE inh	NALP1 yeast inh	M18AAP inhibitor	IDE cell activ	p-CIP stab down	MEKK3 PB1 HTS	SUMO HTRF inh
O=C1C2C3C=CC(CC3)C2C(=O)N1c1ccc(F)cc1 (stereo unspecified)
→ 8	112	5	1	4	3	2	110	-3
CN1C(=O)C(C)(C)N(C(=O)c2cccc([N+](=O)[O-])c2)c2ccccc21
→ 12	110	-3	23	-3	9	3	96	15
COC(=O)[C@@](C)(O)C1(C(=O)SC(C)(C)C)CC1
→ 5	107	0	nt	nt	2	nt	106	nt
O=C(Cc1ccc2c(c1)OCCO2)N1CCN(S(=O)(=O)c2ccccc2C(F)(F)F)CC1
→ -3	92	10	19	-1	-4	6	96	5
Cc1ccc2[nH]c3c(NCCN4CCOCC4)ncnc3c2c1
→ nt	nt	nt	6	-3	-4	8	nt	-7
Cc1cc(C)cc(N(C(=O)CNC(=O)c2ccco2)C(C(=O)NC2CCCC2)c2ccncc2)c1 (stereo unspecified)
→ 4	100	4	-20	5	-1	-8	99	-3
CC(=O)c1ccc2noc(-c3cccc(F)c3)c2c1
→ -1	98	0	21	-1	-3	-6	104	11
CCc1nc2ccccc2c(C(=O)OCC(=O)NCCCN2CCCC2=O)c1C
→ nt	nt	-2	1	-7	-2	-8	nt	32
Cc1ccccc1C(=O)NNC(=O)CSc1nc2ccccc2c(=O)[nH]1
→ 3	99	-2	-12	10	0	-3	103	7
O=C(Nc1sc2c(c1-c1nc3ccccc3[nH]1)CCCC2)C1CCCC1
→ 4	107	0	22	7	-1	2	104	1
CC(CCc1ccccc1)NCC(O)c1cccc([N+](=O)[O-])c1 (stereo unspecified)
→ -2	105	-2	19	6	8	-6	100	7
Cc1sc(NC(=S)NC(=O)c2cccs2)nc1-c1ccc(C(C)C)cc1
→ 4	95	0	35	-6	0	2	97	3
Cc1ccc(Cn2nc(C)c3cc(C(=O)OCC(N)=O)sc32)cc1
→ 7	103	0	-17	-7	7	-14	101	-2
COc1ccc(NC(=O)CSc2nnc(-c3cnccn3)n2C)cc1OC
→ 2	102	7	-1	0	4	-19	102	5
COc1ccc(NC(C)=O)cc1S(=O)(=O)N1CCN(C/C=C/c2ccccc2)CC1
→ 5	106	8	18	-13	-8	13	103	0
COC(=O)c1[nH]c2ccccc2c1NC(=O)CN1CCCCCC1
→ 9	106	-5	-12	2	3	-15	106	-4
O=C(Nc1ccc2oc(-c3ccccc3F)nc2c1)c1ncn[nH]1
→ nt	nt	0	-8	10	1	-3	nt	27
O=C1C(=O)N(c2ccccc2)c2ccccc21
→ -4	94	-1	8	14	-1	-3	87	14
Cc1ccc(CS(=O)Cc2ccc(C(=O)N3CCN(C4CCCCC4)CC3)o2)cc1 (stereo unspecified)
→ 4	100	0	10	-7	-8	-5	98	6
Cc1ccc(S(=O)(=O)N(C)C)cc1NC(=O)CN1CCCC1
→ 2	103	8	-1	-1	2	8	102	1

Compounds above with a halogen, in the order listed:
Fields – MEKK2 mut-MEK5	MEKK2 WT-MEK5	IDE inh	NALP1 yeast inh	M18AAP inhibitor	IDE cell activ	p-CIP stab down	MEKK3 PB1 HTS	SUMO HTRF inh
O=C1C2C3C=CC(CC3)C2C(=O)N1c1ccc(F)cc1 (stereo unspecified)
→ 8	112	5	1	4	3	2	110	-3
O=C(Cc1ccc2c(c1)OCCO2)N1CCN(S(=O)(=O)c2ccccc2C(F)(F)F)CC1
→ -3	92	10	19	-1	-4	6	96	5
CC(=O)c1ccc2noc(-c3cccc(F)c3)c2c1
→ -1	98	0	21	-1	-3	-6	104	11
O=C(Nc1ccc2oc(-c3ccccc3F)nc2c1)c1ncn[nH]1
→ nt	nt	0	-8	10	1	-3	nt	27

Continuation:
Fields – MEKK2 mut-MEK5	MEKK2 WT-MEK5	IDE inh	NALP1 yeast inh	M18AAP inhibitor	IDE cell activ	p-CIP stab down	MEKK3 PB1 HTS	SUMO HTRF inh
CCc1ccc(NCc2nc(-c3ccccc3)no2)cc1
→ -4	96	-4	52	-4	2	-2	94	-18
CCS(=O)(=O)NCCNc1ccc([N+](=O)[O-])cc1
→ 5	109	8	15	-12	9	-9	116	21
CCN(CCCNC(=O)C1CCN(S(=O)(=O)c2c(C)[nH]c(=O)[nH]c2=O)CC1)c1cccc(C)c1
→ 19	109	-1	5	32*	0	-5	101	10
CCOc1cc(NC(=O)c2ccccn2)c(OCC)cc1NC(=O)c1ccc(Cl)cc1
→ -1	95	-3	-9	-10	4	1	95	17
Cc1cccc(NC(=O)NC(=S)NC(=O)c2ccccc2)c1
→ 3	94	1	28	16	1	-5	103	7
CC(Sc1nnnn1C)C(=O)NC1CCCc2ccccc21 (stereo unspecified)
→ -6	92	-5	3	0	0	-3	102	-1
O=C(Cc1ccc(Cl)cc1)NN1C(=O)c2ccccc2C1=O
→ 0	95	-3	24	2	5	5	99	-11
CC1CC(C)CN(C(=O)COC(=O)CCCN2C(=O)c3cccc4cccc(c34)C2=O)C1 (stereo unspecified)
→ 7	105	1	0	4	4	-4	101	1
Fc1ccc(N=Cc2ccc[nH]2)cc1
→ -4	99	0	16	0	-1	-1	101	-6
COc1cccc(CN(CC(=O)NC2CCCC2)C(=O)Cn2nnc(-c3cccs3)n2)c1
→ 3	104	4	32	-11	0	-2	101	8
Cc1nc(-c2ccccc2)sc1C(=O)/C=C/N(C)C
→ 2	104	2	32*	0	5	-1	106	19
COc1ccc(-n2ncc3c(N4CCN(c5cccc(C)c5C)CC4)ncnc32)cc1
→ 5	107	-2	28	-3	-2	8	104	0
COc1ccc2cc3cc(C(=O)NCCCN4CCC(C)CC4)oc3nc2c1
→ 1	104	-3	20	-4	1	-4	102	26
C=C1CCN(c2ccc(C(=O)NCc3ccc(OC)cc3)cc2[N+](=O)[O-])CC1
→ 0	101	4	nt	nt	2	nt	103	nt
O=C1OC(CO)CN1Cc1ccccc1 (stereo unspecified)
→ 1	105	0	12	-4	4	0	103	-3
CCCC(=O)N1CCN(c2ccc(NC(=O)c3ccc([N+](=O)[O-])o3)cc2Cl)CC1
→ -9	83	nt	-15	-3	2	-4	84	13
Cc1ccc(CN2CCN(Cc3cccn3-c3ccccn3)CC2CCO)o1 (stereo unspecified)
→ 15	108	-2	3	-3	-5	-1	103	15
O=C(O)c1cc([N+](=O)[O-])ccc1NCc1ccccc1
→ -5	100	0	11	4	3	6	97	10
Cc1cccc(NS(=O)(=O)c2cc(C(=O)OCC(=O)Nc3cc(C)on3)ccc2C)c1
→ -1	96	0	28	3	0	-7	100	-3
CN(C(=O)c1ccccc1-c1ccccc1C(=O)O)c1ccccc1
→ 7	105	-1	-24	5	7	14	105	14

Next section.
canonical_smiles	MEKK2 mut-MEK5	MEKK2 WT-MEK5	IDE inh	NALP1 yeast inh	M18AAP inhibitor	IDE cell activ	p-CIP stab down	MEKK3 PB1 HTS	SUMO HTRF inh
O=C(CN1CCCCCC1)Nc1ccc(Br)cn1	-4	102	-1	21	10	-1	-6	97	8
COc1ccc(OCc2n[nH]c(=S)n2N)cc1	-11	92	-3	0	32*	-3	-9	105	6
COc1cccc(NC(=O)CSc2nc(C)cs2)c1	11	106	-2	35	-5	2	-16	104	17
COc1ccc(N(CC(=O)Nc2ccccc2C(=O)NCCc2ccccc2)S(C)(=O)=O)cc1OC	3	100	0	7	-9	-12	1	99	2
Cc1ccc(N2C(=O)C(NC(=O)c3c(F)cccc3F)(C(F)(F)F)C3=C2CC(C)(C)CC3=O)cc1 (stereo unspecified)	-4	93	4	16	-3	3	-4	93	0
Cc1ccc(-c2[nH]c(=O)n3ccncc23)s1	-3	92	-2	nt	0	4	nt	93	nt
CCOC(=O)c1c(C)oc2c1C(=O)c1ccccc1C2=O	3	102	-9	5	3	2	0	97	79
Cc1ccc([N+](=O)[O-])cc1-c1ccc(/C=N/NC(=O)c2cc3c(ccc4ccccc43)o2)o1	nt	nt	4	-6	4	7	-15	nt	47

At a glance, four of the compounds above.
canonical_smiles	MEKK2 mut-MEK5	MEKK2 WT-MEK5	IDE inh	NALP1 yeast inh	M18AAP inhibitor	IDE cell activ	p-CIP stab down	MEKK3 PB1 HTS	SUMO HTRF inh
Cc1ccc(S(=O)(=O)N(C)C)cc1NC(=O)CN1CCCC1	2	103	8	-1	-1	2	8	102	1
CCc1ccc(NCc2nc(-c3ccccc3)no2)cc1	-4	96	-4	52	-4	2	-2	94	-18
CCS(=O)(=O)NCCNc1ccc([N+](=O)[O-])cc1	5	109	8	15	-12	9	-9	116	21
CCN(CCCNC(=O)C1CCN(S(=O)(=O)c2c(C)[nH]c(=O)[nH]c2=O)CC1)c1cccc(C)c1	19	109	-1	5	32*	0	-5	101	10

(continued)
canonical_smiles	MEKK2 mut-MEK5	MEKK2 WT-MEK5	IDE inh	NALP1 yeast inh	M18AAP inhibitor	IDE cell activ	p-CIP stab down	MEKK3 PB1 HTS	SUMO HTRF inh
CC(NC(=O)c1ccccc1F)C(=O)O (stereo unspecified)	8	110	-2	2	5	2	-7	107	-14
CCSC1=N/C(=C\c2ccc3c(c2)OCO3)C(=O)S1	2	102	5	3	-7	8	-9	105	-10
CCOC(=O)CSc1nc2ccccc2c(=O)n1CC(C)C	7	104	-1	8	6	-1	6	104	18
CC1=NN(C(N)=S)C(=O)C1N=Nc1cccc(C)c1 (stereo unspecified)	1	103	4	nt	6	9	-14	105	29
Cn1ncc([N+](=O)[O-])c1C(=O)Nc1ccc(-c2nc3ccccc3o2)cc1	1	105	-11	0	-4	7	0	106	-4
Cc1ccsc1C(=O)NNC(=O)C1C2C=CC(C2)C1C(=O)O (stereo unspecified)	-2	100	-3	16	-9	3	10	94	4
